# Assay outcomes from PubChem.
# Platelet DG rel = inhibitors of platelet dense granule secretion, primary screen, cell-based, MLPCN, human platelets | human platelet-rich plasma, SFLLRN dense granule ATP release, luminescence | 300,000 tested, 0.22% active | inhibition, %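 (compounds screened at 7.5 µM in platelet-rich plasma)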 | AID 1663, 2009;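 active = mean replicate score, as percent of positive control, at or above 50; inconclusive = mean below 50 but at least one replicate at or above 50; inactive = mean and every replicate below 50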
# KLF5 inh = KLF5 expression inhibitors, primary screen, DLD-1 cells, luminescence; DLD-1 KLF5 promoter-luciferase reporter; inhibition, % at 5 µM; 290,000 tested, 0.23% active; AID 1700, 2009;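 active = inhibition above a per-plate limit of that plate's mean compound inhibition plus 3 SD, cut at about 60% in these data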;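 also: 0% = DMSO wells and 100% = LY294002 at 200 µM; higher means less KLF5 promoter-driven luciferase light; inactives centre near -14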
# AI-2 QS modul = Vibrio harveyi AI-2 quorum sensing modulators, primary screen, JMH597 strain, luminescence/OD600 ratio; Vibrio harveyi JMH597 AI-2 luminescence/OD600 ratio, 9 h; stronger effect = lower value; strain lacks LuxN and CqsS sensors; 0 = neutral-control median; activity change, % at 7.5 µM; 300,000 tested, 0.4% active; in the data active = activity change below about -75%, passing the limit was not always enough; inconclusive = no clear call, values can overlap the other calls;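 also: luminescence divided by OD600 gain over 9 h not by final OD600 alone; inactives centre near 13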
# aSyn UTR inh = MLPCN primary screen, SNCA 5' untranslated region; AID 1813, 2009; alpha-synuclein 5'UTR reporter, inhibitor activity; 300,000 tested, 0.82% active; inhibition, % (tested at 7.5 µM); in the data active = inhibition above about 60%; inconclusive = no clear call, values can overlap the other calls;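 also: H4 neuroglioblastoma cells stably carrying SNCA 5'UTR luciferase fusion; 0% = DMSO wells and 100% = positive control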
# HDAC3 inh = HDAC3 deacetylase inhibitors, primary screen, biochemical, fluorescence, cell-free homogeneous; Histone deacetylase 3 (Homo sapiens), O15379; recombinant HDAC3, fluorogenic peptide/trypsin coupled; inhibition, % at 8.3 µM; 320,000 tested, 0.15% active; in the data active = inhibition above about 26%, passing the limit was not always enough; inconclusive = no clear call, values can overlap the other calls
# Target sequence (O15379 whole entry, looked up): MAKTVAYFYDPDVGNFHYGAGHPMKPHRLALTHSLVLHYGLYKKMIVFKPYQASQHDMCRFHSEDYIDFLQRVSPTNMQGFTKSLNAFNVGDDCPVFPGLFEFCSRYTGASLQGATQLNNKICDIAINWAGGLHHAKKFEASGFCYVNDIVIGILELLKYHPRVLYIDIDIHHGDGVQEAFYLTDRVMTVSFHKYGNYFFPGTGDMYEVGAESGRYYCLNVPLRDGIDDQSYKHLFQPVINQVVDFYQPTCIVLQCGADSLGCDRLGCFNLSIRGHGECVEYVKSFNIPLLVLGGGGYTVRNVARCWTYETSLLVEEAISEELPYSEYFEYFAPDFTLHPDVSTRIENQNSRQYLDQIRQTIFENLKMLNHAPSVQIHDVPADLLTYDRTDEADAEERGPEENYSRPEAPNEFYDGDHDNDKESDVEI
# IEC-6 cytotox = cytotoxicity in IEC-6 intestinal epithelial cells, primary screen, cytotoxicity control for KLF5 inhibitor project, cell-based, luminescence. IEC-6 cytotoxicity, luminescence viability. inhibition, % at 5 µM. 290,000 tested, 0.78% active; in the data active = inhibition above about 22%;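 also: 0% = plate median of test compound wells and 100% = cytotoxic reference compound wells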
# HSF-1 act = HSF-1 activators, primary screen, NIH3T3-HGL cells, MG132 stress, luminescence, single point; NIH3T3-HGL HSF-1 luciferase reporter, 8 h; 100% = twice DMSO control signal; 300,000 tested, 1.7% active; activation, % at 9 µM;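 active = mean replicate activation of at least 50% with a set share of replicates each reaching 50%; inconclusive = only one of those two conditions met; inactive = mean below 50% and too few replicates reaching it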;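 also: 0% = median of the neutral control wells and 100% = twice that signal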
# HIF act = HIF pathway transcriptional activators, primary screen, cell-based, U2OS HRE-luciferase, luminescence; U2OS HRE-luciferase reporter; normalized: DMSO 0%, desferrioxamine 100%; activation, % at 7.5 µM (by protocol); 300,000 tested, 0.32% active;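 active = mean activation of at least 10% of the iron chelator positive control signal, with at least half of replicates also reaching 10%; inconclusive = mean and replicate majority disagree about reaching 10%; inactive = mean and most replicates under 10%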
# HSP90 refold inh = HSP90 inhibitors, primary screen, cell lysate, luminescence | Heat shock protein HSP 90 (rabbit reticulocyte lysate; luciferase refolding) | Rabbit reticulocyte lysate, luciferase refolding luminescence, 3 h | inhibition, % at 5.6 µM | 290,000 tested, 0.91% active | AID 1789, 2009;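 active = inhibition above the screen-wide mean plus 3 SD, computed separately per campaign, cut at about 16% in these data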;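 also: 0% = DMSO wells and 100% = 60 µM geldanamycin wells; inhibitors lower the luminescence because luciferase stays unfolded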
# HSF1 inhib = HSF1 inhibitors in luciferase reporter cells, primary screen, cell-based, NIH3T3, luminescence; NIH3T3-HGL HSE-luciferase, MG132-induced, luminescence 8 h; stronger effect = lower value; activity change, negative = inhibition, % at 7.5 µM (by protocol); 300,000 tested, 0.77% active; AID 2098, 2009;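 active = more than half of replicate wells show activity change below -50%, luminescence cut by over half; inconclusive = some wells, but at most half, below -50%; inactive = no replicate well below -50%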;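 also: luciferase reports HSF-1 transcriptional activity via heat shock element; 0% = median of DMSO wells and -100% = zero luminescence signal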
# An asterisk follows results filed as active; i = inactive; u = inconclusive; x = no result given.
SMILES,Platelet DG rel,KLF5 inh,AI-2 QS modul,aSyn UTR inh,HDAC3 inh,IEC-6 cytotox,HSF-1 act,HIF act,HSP90 refold inh,HSF1 inhib
CCOC(=O)c1c(-c2ccccc2)oc2ccc(OC(C)=O)cc12,2,-22,9,1,-7,9,-8,x,1,-10
COc1ccccc1N1CCN(S(=O)(=O)c2c(C)[nH]c(=O)[nH]c2=O)CC1,-2,-15,32,2,-8,-6,-6,-0.4,-2,-2
Cc1cc(C)n(CC(=O)NC2CCCc3c2cnn3-c2ccc(C)c(C)c2)n1 (stereo unspecified),8,-75,x,-84,6,6,-3,4.0,-1,-9
CCOC(=O)C1(Cc2ccccc2C)CCCN(S(=O)(=O)c2cccnc2)C1 (stereo unspecified),1,18,24,24,2,9,-7,-0.1,5,-7
C[C@@H]1OC(Nc2ccc(N=Nc3ccccc3)cc2)[C@H](O)[C@H](O)[C@H]1O (stereo partly specified),14,-73,33,-88,7,-2,11,1.7,-1,-9
CC(C)(C)OC(=O)N1CC(O)CC1C(=O)OCC(=O)c1ccc(Cl)cc1 (stereo unspecified),7,-10,14,16,0,-6,4,-0.8,0,1
Cc1ccc(Cn2c(=S)[nH]c3ccc(N4CCOCC4)cc3c2=O)o1,-3,-25,1,7,1,-14,45,1.5,2,37
COC(=O)c1cc2n(n1)CCN(Cc1ccccc1F)C2=O,x,-10,20,x,-6,-1,x,x,-3,x
Cc1cc(C)c(-n2nnnc2SC(C)C)c(C)c1,11,-8,13,-4,-4,-9,5,0.0,-2,-3
COc1ccc(OC)c(NC(=O)CN(C)CC(=O)Nc2ccccc2Br)c1,25,-17,13,6,-5,5,-13,-0.6,1,-2
COc1ccccc1NC(=O)CN1CCN(CC(=O)Nc2ccc(OC)c(OC)c2)CC1,0,-6,13,18,-4,1,-10,-2.1,2,-5
O=C(CSc1nnc(-c2cnccn2)n1Cc1ccco1)c1ccc(Cl)c(Cl)c1,-5,-8,29,-5,3,-2,7,-0.4,-3,4
Cc1ccc(S(=O)(=O)Nc2nc3ccccc3nc2NCc2ccc3c(c2)OCO3)cc1C,6,-10,10,17,-10,-10,7,0.3,2,2
Cn1c(=O)c2c(nc(Sc3ccccc3N)n2C)n(C)c1=O,-11,2,19,3,5,7,8,0.6,-1,5
CCOc1ccc(-c2cc(C(=O)O)c3ccccc3n2)cc1,8,-48,2,-83,1,0,-4,0.6,8,11
NNC(=O)c1oc2ccccc2c1-n1cccc1,4,-16,6,2,2,8,-4,0.5,-5,-3
CCOC(=O)C1=C(O)/C(=C\c2cccs2)N=C1C,-6,-2,28,7,7,0,-7,-0.3,3,-6
CCOC(=O)c1[nH]c(C)c(C(=O)NC(C)CC)c1C (stereo unspecified),-4,-17,31,-2,-6,0,-6,0.2,1,4
O=C1CNC(=O)/C1=C/c1ccc(Br)cc1,-3,4,-2,-36,-3,-3,27,-0.9,10,-5
COc1ccc(Cc2nc(-c3ccccc3)no2)cc1,-2,-44,-93*,-176,2,4,26,3.1,-2,15
COC(=O)c1ccccc1NC(=S)NC(=O)c1ccc2c(c1)OCO2,-1,-39,33,-14,-2,3,1,-0.9,5,1
CN(C(=O)/C=C/c1ccco1)c1ccccc1C(=O)O,8,-14,15,2,-2,-14,-7,-0.5,0,-3
O=C(CN(Cc1cccs1)C(=O)CNS(=O)(=O)c1ccc(Cl)cc1)NCc1ccco1,0,-19,14,4,-10,-6,16,-0.5,6,-6
COc1cc(CN(C(=O)c2cc3ccccc3oc2=O)C2CCS(=O)(=O)C2)cc(OC)c1OC (stereo unspecified),2,-15,18,-31,x,2,-9,0.4,-1,-4
CCN1C(=O)CC(N2CCC(Nc3ccc(F)cc3)CC2)C1=O (stereo unspecified),-10,-8,3,15,4,-1,-18,-0.6,-1,-9
# Next section
SMILES,Platelet DG rel,KLF5 inh,AI-2 QS modul,aSyn UTR inh,HDAC3 inh,IEC-6 cytotox,HSF-1 act,HIF act,HSP90 refold inh,HSF1 inhib
CCCCCCC12CCC(C(=O)O)(CC1)CC2,7,3,24,-13,2,2,1,0.0,4,1
CCCNC(=O)Cn1cnc2sc(C(=O)Nc3cc(OC)c(OC)c(OC)c3)c(C)c2c1=O,1,11,42,19,-1,3,-15,-0.2,1,-7
Cc1cccc(C(C)C)c1NS(=O)(=O)c1cn(C)nc1C,-7,-41,19,2,9,1,-2,-0.8,-3,-3
NC(=O)c1ccc(Oc2ncc(C(F)(F)F)cc2Cl)cc1,-2,-24,8,-12,3,-4,7,-0.1,-2,-5
CC1(c2ccc3c(c2)OCO3)NC(=O)N(CC(=O)Nc2ccc(N3CCOCC3)cc2)C1=O (stereo unspecified),1,-38,-88*,7,2,-2,4,-0.6,1,-3
O=C(CNC(=S)N(CCCN1CCOCC1)Cc1cccs1)NCCCN1CCOCC1,-5,-16,3,-13,-4,-3,-8,0.5,0,-6
CCOc1ccccc1NC(=O)COC(=O)CCOc1cc(C)ccc1C,24,x,11,12,-2,x,-13,-0.6,x,-6
O=C(O)c1ccccc1-c1ccccc1C(=O)Nc1cccc2ccccc12,1,-27,22,20,4,-7,6,0.3,-3,4
O=C(CCN1C(=O)c2ccccc2S1(=O)=O)NCc1ccc(F)cc1,-1,x,50,22,x,x,32,-1.3,x,11
S=c1[nH]nc(-c2cccs2)n1Cc1ccccc1,-4,-3,13,-5,-23,1,0,0.0,-3,-3
CC1=CC(C)(C)NC(=S)N1c1ccc2ccccc2c1,-1,-15,-2,-39,0,3,15,0.6,4,9
Cc1cccc(NS(=O)(=O)c2csc(C(N)=O)c2)c1,-3,-14,22,-10,0,-1,2,-25,-2,3
CCCCNC(=O)c1cc2c(=O)n3cccc(C)c3nc2n(Cc2ccncc2)c1=N,-10,-32,20,-6,-305,6,4,-0.4,1,-2
COc1ccc(CNC(=O)CCSCc2cccc(Cl)c2)cc1,-7,3,18,26,3,9,-7,-0.1,-6,-1
C=CCc1cccc(/C=N/c2nc3ccccc3n2CC)c1O,9,-2,9,-1,-4,-3,-7,-0.2,0,-5
O=c1oc2ccccc2c(N2CCCCC2)c1CN1CCCCC1,-2,-8,21,-11,6,-1,-12,-0.3,0,7
COCc1nnc(NC(=O)CCc2ccccc2)s1,2,-28,13,9,x,2,2,0.7,-3,-6
NC1=NC(=Nc2ccc(S(N)(=O)=O)cc2)c2ccccc21,-5,-19,7,3,7,-4,15,0.3,0,2
COc1ccc(OCC(=O)NC(=S)Nc2ccc(S(=O)(=O)Nc3cc(OC)nc(OC)n3)cc2)cc1,-2,-7,5,5,3,-15,-8,0.1,-1,-5
CCCN(CCC)Cc1c(C(=O)N/N=C/c2ccc(Br)cc2)nnn1-c1nonc1N,-3,-2,39,22,12,11,-19,-0.8,7,-8
O=C(Nc1ccc(F)cc1F)C1CCN(S(=O)(=O)c2cccnc2)CC1,-12,-11,-37,-12,-13,-7,0,-0.1,-1,-2
O=C(Nc1ccccc1C(=O)Nc1ccc(Cl)cc1)c1cccnc1,3,-24,0,-39,-6,0,9,0.0,-3,-1
CCN1CCN(C(=O)c2cc3c(=O)oc4ccc(C)cc4c3s2)CC1,0,-27,13,-19,-4,4,-8,0.0,1,7
CCC(=O)NCCc1nc2ccccc2n1Cc1ccc(C)cc1,-1,4,8,-15,5,0,-8,0.1,1,-6
COc1ccc(C2/C(=C(/O)c3ccc4c(c3)CC(C)O4)C(=O)C(=O)N2CCCN2CCOCC2)cc1OC (stereo unspecified),-8,-12,11,-1,1,-4,-7,-0.4,-1,-4

# Reprinted from the part before: two compounds, then new ones.
SMILES,Platelet DG rel,KLF5 inh,AI-2 QS modul,aSyn UTR inh,HDAC3 inh,IEC-6 cytotox,HSF-1 act,HIF act,HSP90 refold inh,HSF1 inhib
CCC(=O)NCCc1nc2ccccc2n1Cc1ccc(C)cc1,-1,4,8,-15,5,0,-8,0.1,1,-6
COc1ccc(C2/C(=C(/O)c3ccc4c(c3)CC(C)O4)C(=O)C(=O)N2CCCN2CCOCC2)cc1OC (stereo unspecified),-8,-12,11,-1,1,-4,-7,-0.4,-1,-4
COc1ccccc1N(CC(O)CN1CCC(C)CC1)S(=O)(=O)c1ccccc1 (stereo unspecified),-8,-16,-8,-7,-6,-2,57*,-0.3,3,11
CCCCOc1ccc(-c2c(C#N)c(N)nc(SCC(N)=O)c2C#N)cc1,-21,19,12,42,11,12,9,-1.0,-3,-5
CNc1cc(CS(=O)c2ccccc2)nc(-c2ccccc2)n1 (stereo unspecified),14,-26,8,-2,6,0,11,-0.2,-1,4
O=C1N(c2ccccc2)C[C@@H]2C[C@@H](c3cc4ccccc4o3)N3CCC[C@@]123,-10,54,15,i,x,38*,4,3.5,-3,5
NC(=O)C1CCN(C(=O)NC(=O)c2ccccc2)CC1,4,-33,14,8,15,-4,-3,0.4,-4,-4
c1ccc(-c2nnnn2-c2ccccc2)cc1,0,-27,16,13,-12,2,16,0.6,0,0
Cc1ccc(OCC(=O)N2CCCC(CCC(=O)N(C)CCc3ccccn3)C2)cc1 (stereo unspecified),-5,3,20,-7,-3,-2,2,-0.1,2,-1
O=C(CSc1nc2ccccc2c(=O)n1Cc1ccco1)N1CCCC1,-4,-11,15,53,-3,4,3,0.6,-4,0
CCOc1cc(NC(=S)NCc2ccco2)c(OCC)cc1NC(C)=O,-8,-8,11,5,-1,-1,x,-0.4,1,x
COc1ccccc1N1CCN(C(=O)c2cc3ccccc3[nH]2)CC1,3,-1,13,8,3,12,30,-2.4,8,18
Cc1cnc(NC(=O)c2sc3ccccc3c2Cl)s1,8,-89,5,u,6,-1,-8,-1.3,5,-15
NS(=O)(=O)c1ccc(CCNC(=O)c2ccccc2[N+](=O)[O-])cc1,4,-1,15,3,-1,-2,-12,-0.1,7,0
Cn1c(=O)cc(OCC(=O)NCc2cccnc2)c2ccccc21,1,-40,16,-17,3,0,1,-0.2,-2,-2
COc1ccccc1N1CCN(C(=O)C(C)N(c2ccc(C)cc2)S(C)(=O)=O)CC1 (stereo unspecified),1,8,16,-11,0,-2,4,-0.4,1,-1
Cc1nc(Nc2nc(CSc3nc4ccccc4[nH]3)cc(=O)[nH]2)nc2ccccc12,-7,-15,27,9,0,0,2,-0.6,5,4
CCOC(=O)c1c(C)[nH]c(C(=O)N/N=C/c2cc([N+](=O)[O-])ccc2O)c1C,-2,8,35,3,-7,11,-64,-1.1,0,-59*
O=C1NC2(CCN(Cc3ccccc3)CC2)Oc2ccccc21,-4,-30,20,6,-2,0,3,-0.1,1,10
CCOc1ccc(-c2cccc(NC(=O)COc3ccc(Cl)cc3)c2)nn1,-5,-1,-2,-5,3,6,19,1.1,4,8
CC1(C)N=C(SCC(=O)Nc2ccccc2)C(c2ccc(Cl)cc2)=N1,-2,-10,-6,-6,3,3,-49,-0.4,6,u

# Outcome played no part in choosing rows. About 5% of those tested had a hit in this group.
